ELG1 genotox = qHTS screen for small molecules that induce genotoxicity in human embryonic kidney (HEK293T) cells expressing luciferase-tagged ELG1. 1.3% of 330,000 active. AID 504466, 2011. HEK293T ELG1-luciferase reporter, luminescence, 16 h. Potency, µM (top dose mostly 46 µM), for the others: at the highest dose activity change, positive = activation, usual class: activators; also: potency is read from the fitted curve at half-maximal effect; % of control where 0% means no effect; nearly all actives have a fitted effect of over 60% in size
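Screening used a luciferase reporter fused to human ELG1 in HEK293T cells. Luminescence was read on a CCD plate imager after 16 hr exposure and 30 min ONE-Glo incubation.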
NPC1 prom act = qHTS Assay for NPC1 Promoter Activators | Huh7 NPC1 promoter luciferase reporter, 24 h | Potency, µM (doses to about 9.22 µM), inactives show at the top dose activation, actives largely listed as activators | 2.4% of 320,000 active | AID 485313, 2010;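 also: potency is read from the fitted curve at half-maximal effect; % of control where 0% means no effect; nearly all actives have a fitted effect of over 60% in size; reporter is driven by a mutant NPC1 promoter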
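In 1536-well qHTS, Huh7 cells harboring an NPC1 promoter–luciferase construct received compound for 24 h; activation was quantified by luminescence following luciferase reagent addition.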
RORg inh = qHTS for inhibitors of ROR gamma transcriptional activity. Nuclear receptor ROR-gamma (Mus musculus), P51450. AID 2551, 2010. 5.4% of 310,000 active. Drosophila S2 Gal4-RORgamma UAS-luciferase reporter, 20 h. Potency, µM (highest dose often 53.6 µM), for the others: top-dose activity change, negative = inhibition, actives largely listed as inhibitors; also: potency is read from the fitted curve at half-maximal effect; % is scaled to controls: 0 for no effect and ±100 for the full control effect; nearly all actives have a fitted effect of over 60% in size
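Compounds are pin-transferred onto Drosophila Schneider cells expressing a copper-inducible Gal4–ROR gamma transactivation domain fusion. After 1 hr, copper sulfate is added to 700 uM final; luciferase is read 20 hr later.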
KCNH2 3.1 block = qHTS for Inhibitors of KCHN2 3.1: Mutant qHTS; AID 720553, 2013; 0.95% of 340,000 active; activity change, % (tested at about 1.8 µM); U2OS KCNH2 3.1, thallium flux FluxOr; active compounds read low;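 active = maximum activity change below -70%; inconclusive = maximum activity change from -70% to -50%; inactive = maximum activity change above -50%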;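 also: thallium influx rate constant from kinetic fluorescence after stimulation buffer; % is scaled to controls: 0 for no effect and ±100 for the full control effect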
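Steps: virus added to U2OS suspension (4 h, RT, dark); medium with 10% FBS added, cells plated, 37 C overnight; FluxOr/Red40 loading buffer 45 min RT; stimulation buffer, 2 min kinetic read; rate constant normalized.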
Giardia kill = Small Molecules that selectively kill Giardia lamblia: qHTS; Giardia lamblia trophozoite viability; activity change, % at 7.66 µM, hits read low; 0.15% of 340,000 active; in the data active = activity change below about -80%; inconclusive = between about -30% and that limit;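 also: parasites exposed to compound for two days anaerobically before the ATP read; % is scaled to controls: 0 for no effect and ±100 for the full control effect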
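Media and compound were dispensed first, then trophozoites at 100 cells/well; plates sat 48 hrs at 37 deg C without oxygen before ATP luminescence reagent was added and read after 15-30 min at room temperature.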
uPA surface inh = qHTS for Inhibitors of Cell Surface uPA Generation; cell surface uPA generation assay, qHTS; Potency, µM (doses to about 38.3 µM), without a hit: at the top dose activity change, negative = inhibition, usual class: inhibitors; 0.31% of 330,000 active; AID 540303, 2011; active = well fitted inhibition curve with a large enough effect; inconclusive = small, poorly fitted or top-dose-only effect; inactive = no such curve, though single readings can be large or run the other way; tested in mouse RAW 264.7 cells; also: potency is read from the fitted curve at half-maximal effect; % is scaled to controls: 0 for no effect and ±100 for the full control effect; nearly all actives have a fitted effect of over 55% in size
FBPA coupling cs = qHTS Assay for Inhibitors of Fructose-1,6-bisphosphate Aldolase from Giardia Lamblia: Coupling assay counterscreen | activity change, negative = inhibition, % at 58.2 µM, hits read low | coupling enzyme system counterscreen, AmpLite Red fluorescence | 0.67% of 290,000 active; in the data active = activity change below about -30%; also: % is scaled to controls: 0 for no effect and ±100 for the full control effect
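First, compound is pin-transferred into glyceraldehyde-3-phosphate coupling-enzyme reagent at 57.5 uM final and held 10 min at RT. Next, substrate, coupling system and AmpLite Red are added. After 20 min RT, fluorescence (525/598 nm) is read.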
Rab9 promoter act = qHTS Assay for Rab9 Promoter Activators; Huh7 Rab9 promoter-luciferase reporter, luminescence, 24 h; Potency, µM (series often up to 9.22 µM), for the others: at the highest dose activation, negative = inhibition, hits mostly activators; 2.8% of 320,000 active; AID 485297, 2010; also: potency is read from the fitted curve at half-maximal effect; % of control where 0% means no effect; nearly all actives have a fitted effect of over 60% in size
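Huh7 reporter line, Rab9 promoter upstream of luciferase. Compound exposure 24 h at 37 °C in reduced-serum medium with 10% FBS. Read-out: luminescence.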
Gal4-VP16 FLuc = VP16 counterscreen qHTS for inhibitors of ROR gamma transcriptional activity. Drosophila S2 Gal4-VP16 UAS-luciferase, luminescence, 20 h. Potency, µM (series often up to 53.6 µM), without a hit: at the highest dose activity, negative = inhibition, hits mostly inhibitors. 3.5% of 310,000 active. AID 2546, 2010;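 also: Gal4-VP16 expression switched on by copper sulfate through the metallothionein promoter; potency is read from the fitted curve at half-maximal effect; % is scaled to controls: 0 for no effect and ±100 for the full control effect; nearly all actives have a fitted effect of over 50% in size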
Tb PFK inh = qHTS Assay to Find Inhibitors of T. brucei phosphofructokinase | ATP-dependent 6-phosphofructokinase (Trypanosoma brucei brucei), O15648 | T. brucei PFK, ADP-Glo luminescence | Potency, µM (titrated, usually from 57.5 µM), without a hit: at the highest dose activity, negative = inhibition, usual class: inhibitors | 0.17% of 330,000 active;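 also: potency is read from the fitted curve at half-maximal effect; 0% = uninhibited 1x PFK enzyme wells and -100% = no-enzyme wells; nearly all actives have a fitted effect of over 60% in size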
Target sequence (O15648 whole entry, looked up): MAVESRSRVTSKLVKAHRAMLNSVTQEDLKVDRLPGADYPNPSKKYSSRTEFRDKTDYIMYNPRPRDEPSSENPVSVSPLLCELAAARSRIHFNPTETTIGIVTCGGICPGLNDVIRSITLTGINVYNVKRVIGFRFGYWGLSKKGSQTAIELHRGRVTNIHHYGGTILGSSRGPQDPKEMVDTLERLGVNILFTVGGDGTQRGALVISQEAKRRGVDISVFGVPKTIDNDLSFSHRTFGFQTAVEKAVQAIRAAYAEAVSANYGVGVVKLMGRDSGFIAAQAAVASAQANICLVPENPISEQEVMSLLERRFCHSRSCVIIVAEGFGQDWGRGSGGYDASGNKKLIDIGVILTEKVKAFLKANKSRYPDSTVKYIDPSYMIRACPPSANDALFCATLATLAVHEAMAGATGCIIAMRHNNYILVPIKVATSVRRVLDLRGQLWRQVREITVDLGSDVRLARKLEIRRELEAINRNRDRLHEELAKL
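1.25 nM PFK with 0.5 mM F6P and 0.1 mM ATP in 0.1 M TEA pH 8.0, 5 mM MgCl2, incubated 45 min at room temperature; ADP measured by ADP-Glo luminescence; compounds titrated up to 57 uM.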
FLuc modulator = qHTS profiling assay for firefly luciferase inhibitor/activator using purifed enzyme and Km concentrations of substrates (counterscreen for miR-21 project) | AID 588342, 2011 | 6.9% of 360,000 active | Potency, µM (top dose mostly 57.5 µM), inactives show top-dose activity change, negative = inhibition, hits mostly inhibitors | Luciferin 4-monooxygenase (Photinus pyralis), P08659 | purified FLuc, Km substrates, luminescence inhibition;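 also: potency is read from the fitted curve at half-maximal effect; plate controls were vehicle for no effect and reference inhibitor for full effect; nearly all actives have a fitted effect of over 55% in size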
Target sequence (P08659 whole entry, looked up): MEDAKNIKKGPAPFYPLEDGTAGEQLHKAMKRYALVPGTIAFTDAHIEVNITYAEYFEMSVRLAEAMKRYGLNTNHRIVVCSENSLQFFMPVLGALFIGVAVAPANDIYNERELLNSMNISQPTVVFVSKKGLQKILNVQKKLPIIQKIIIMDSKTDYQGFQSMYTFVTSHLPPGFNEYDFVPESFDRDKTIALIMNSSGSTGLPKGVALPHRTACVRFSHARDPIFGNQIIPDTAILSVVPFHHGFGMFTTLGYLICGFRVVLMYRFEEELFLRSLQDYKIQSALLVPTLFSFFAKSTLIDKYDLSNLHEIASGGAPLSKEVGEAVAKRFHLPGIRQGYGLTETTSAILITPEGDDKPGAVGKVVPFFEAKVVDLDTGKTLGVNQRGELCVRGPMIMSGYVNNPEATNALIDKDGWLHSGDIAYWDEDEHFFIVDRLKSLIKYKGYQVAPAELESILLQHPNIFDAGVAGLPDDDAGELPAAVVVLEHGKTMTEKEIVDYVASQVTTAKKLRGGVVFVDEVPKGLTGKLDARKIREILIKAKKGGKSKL
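Purified P. pyralis luciferase, 10 nM final, with Km-level 10 uM D-luciferin and 10 uM ATP in 50 mM Tris acetate pH 7.5, 10 mM Mg acetate, 0.01% Tween-20, 0.05% BSA; 6-point qHTS titration about 60 µM downward; luminescence read.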
Active calls of the source: *; ? = inconclusive; · = no result given; & = joins results of further samples; [ ] = another dose, or the depositor's remark. Unless noted, calls follow the shape of the dose curve; as a rule, active = well fitted curve in the direction sought with a large enough effect; inconclusive = small, poorly fitted or top-dose-only effect, or another doubt; inactive = no such curve, though single readings can be large; an effect the other way counts as inactive or inconclusive.

structure,uPA surface inh,Giardia kill,FBPA coupling cs,Tb PFK inh,Rab9 promoter act,Gal4-VP16 FLuc,ELG1 genotox,NPC1 prom act,RORg inh,KCNH2 3.1 block,FLuc modulator
O=C(NCCO)c1cccc2c1-c1ccccc1C2=O,1%,-4,2,-7%,0%,-10%,1%,1%,1%,1,4%
O=C(CCS(=O)(=O)c1ccccc1)Nc1nc2cc3c(cc2s1)OCCO3,-5%,-12,-6,2%,19%,?,?,18%,10%,-4,7.6µM*
COc1ccc(-c2cc(C#N)nc(N3CCN(C)CC3)n2)cc1,-2%,-22,-6,0%,1%,?,-1%,-6%,-42%,5,1%
Cc1ccc(/C=C(\NC(=O)c2ccc(C)cc2)c2nc(=S)[nH][nH]2)cc1,-10%,3,1,1%,2%,?,1%,-3%,?,33,?
Cc1c(NC(=O)c2ccccc2NS(=O)(=O)c2ccc(F)cc2)c(=O)n(-c2ccccc2)n1C,7%,4,5,2%,7%,8%,-1%,-2%,-24%,-9,1%
C=COCCNC(=S)Nc1ccccc1,0%,-6,-1,1%,-2%,-6%,-1%,-1%,-1%,2,0%
CC(=O)Nc1cccc(OCCCNC(=O)c2ccc(C(C)(C)C)cc2)c1,-17%,-10,-7,1%,17%,-8%,0%,14%,39%,2,19µM*
Cc1nnc(SCC(=O)N2c3ccccc3CC2C)[nH]c1=O (centres undefined),0%,4,7,-7%,-6%,-1%,1%,1%,-8%,5,2%
Cc1ccc(S(=O)(=O)N2CCOCC2)cc1C(=O)N(C)CCOc1ccc(Cl)cc1,-2%,-2,-4,5%,?,-1%,-10%,-3%,11%,12,5%
CC(=O)c1cc2c(cc1NC(=O)Cn1nc(-c3ccc(F)cc3)ccc1=O)OCO2,1%,1,-1,0%,1%,3%,-8%,3%,?,5,3%
O=C(c1cc(COc2ccc(F)cc2F)on1)N1C[C@H]2CC[C@H]1C2,-1%,-4,·,3%,?,-8%,25%,19%,?,0,?
NC(=S)NC(=O)/C=C/c1ccccc1,-15%,-18,0,-4%,0%,?,-2%,1%,7.9µM*,15,-18%
NC(=S)N=Nc1ccc(NN=C(N)N)cc1,-27%,-16,-17,?,4%,3%&-10%,-5%,-2%,?,5,21µM*
COc1ccc(Cc2nc3ccc(C(=O)NCCc4ccncc4)cc3o2)cc1OC,6%,27,·,-4%,0%,-9%,-8%,2%,-2%,5,4%
CCOC(=O)C(=O)Nc1ccccc1C(=O)NCc1ccccc1,20%,10,2,0%,2%,-8%,0%,-1%,5%,20,8%
COc1ccc(/C=C(/NC(=O)c2ccco2)C(=O)Nc2ccc(C(C)=O)cc2)cc1,0%,1,1,0%,-1%,5%,0%,-3%,12%,3,-5%
O=C(CSc1ncnc2c1cnn2CCc1ccccc1)Nc1ccc(F)cc1,·,·,0,-5%,-8%,7%,-1%,-5%,21%,·,4%
COc1ccc(-c2cc(C(=O)Nc3ccc(C(N)=O)cc3)c3ccccc3n2)cc1OC,2%,-5,1,3%,25%,-12%,-1%,10%,-11%,0,3.4µM*
O=C(NCc1cccc2ccccc12)Nc1ccccc1,0%,6,0,-2%,2%,-8%,3%,1%,27%,-8,-11%
Cc1ccc2ccc(S(=O)(=O)NCc3ccccn3)cc2c1,-2%,-20,-5,1%,25%,?,7%,20%,?,-6,?

Going on with the list.
structure,uPA surface inh,Giardia kill,FBPA coupling cs,Tb PFK inh,Rab9 promoter act,Gal4-VP16 FLuc,ELG1 genotox,NPC1 prom act,RORg inh,KCNH2 3.1 block,FLuc modulator
CCCn1c(=O)c(/C(N)=N/O)nn(-c2cccc(C(F)(F)F)c2)c1=O,-9%,7,4,3%,-1%,0%,2%,-2%,0%,-5,-1%
CN1CCN(c2ccccc2NC(=O)c2ccc(OCc3ccccc3)cc2)CC1,-14%,-8,0,-8%,-3%,·,-20%,-3%,-22%[0.365 µM],-21,-2%
COc1cc(C(=O)Oc2cccnc2)cc(OC)c1OC,-22%,14,4,2%,-1%,·,11%,-3%,·,-7,4%
COC(=O)c1c(C)nc2c(c(SC)nn2-c2ccccc2)c1N,4%,2,3,3%,-3%,?,-3%,9%,-33%,7,-18%
CC(Sc1nnc(C2CC2)n1C1CC1)C(=O)N(C)Cc1cccc(F)c1 (centres undefined),-11%,-2,·,-2%,-4%,·,1%,-3%,·,-49,1%
O=C(NCCCNC(=O)c1ccc(Cl)cc1Cl)c1cnccn1,0%,-18,·,3%,-3%,-2%,3%,-1%,-22%,-4,3%
O=C(O)c1ccc(NCc2cccs2)cc1,-1%,9,6,-4%,3%,-6%,0%,-3%,0%,11,-1%
COC(=O)C1=CN(Cc2ccc(OC)c(OC)c2)C=C(C(=O)OC)C1c1cccc(O)c1,-7%,9,-1,-5%,1%,8%,10%,4%,?,9,6%
CCOCCNC(=O)c1ccc2c3c(cccc13)CC2,3%,7,-4,2%,3%,16%,13%,-1%,0%,5,1%
CC(C)NS(=O)(=O)c1ccc(CCC(=O)O)cc1,-1%,-7,3,-10%,-1%,-5%,0%,-1%,30%,10,-1%
COc1ccc(-c2ccc(-c3nnc(-c4ccncc4)o3)cc2)cc1,·,·,4,-3%,20%,-1%,4%,20%,13%,·,?
COC(=O)CN(C)C(=O)c1ccc(OC2CCN(S(=O)(=O)N(C)C)CC2)cc1,0%,-18,2,0%,7%,-11%,3%,1%,?,-2,-16%
NS(=O)(=O)c1cccc(NC(=O)COC(=O)C2CCCCC2)c1,5%,9,4,0%,-3%,-3%,3%,-4%,-18%,-3,-17%
CCCCCCCNC(=O)CN1C(=O)CSc2ccc(S(=O)(=O)N3CCOCC3)cc21,-4%,-22,·,-1%,-4%,-10%,-2%,-2%,9%,-5,4%
Cc1ccc(C(=O)N/N=C/c2cc(C)n(-c3ccc(Br)cc3)c2C)cc1[N+](=O)[O-],-3%,50[activator],·,1%,·,1.4µM*,-5%,0%,0.4µM*,-17,?
COc1ccc(Br)cc1CN(C)CC(=O)Nc1c(Cl)ccc(C)c1Cl,-4%,8,13,1%,-3%,-24%,-10%,-3%,139%,10,8%
CNC(=O)CN(c1ccc(C23CC4CC(CC(C4)C2)C3)cc1)S(C)(=O)=O,0%,-3,1,0%,-4%,-17%[10 µM],1%,-4%,-24%,-19,2%
O=[N+]([O-])c1ccc(NCc2ccncc2)cc1,4%,-11,1,5.4µM*,-3%,3%,-1%,-2%,27%,1,-1%
Cc1cccc2cc(CN(CCN3CCCC3)C(=O)NC3CCCCC3)c(=O)[nH]c12,-6%,13,3,-2%,-8%,-2%,2%,1%,-4%,2,1%
CCOC(=O)Cc1csc(NC(=O)Nc2cccs2)n1,5%,0,0,-2%,24%,6%,7%,?,?,-6,21µM*
CCC(=O)Nc1cccc(NC(=O)CSc2nnc(C3CC3)n2C)c1,-2%,-7,2,2%,7%,-6%,0%,0%,-23%,2,2%
O=c1ccnc(Sc2ncccc2[N+](=O)[O-])[nH]1,-9%,2,2,-3%,-2%,-5%,-1%,2%,-34%,-3,2%
COc1ccc(CNc2ccc(C)c(C)c2)c(OC)c1OC,?,14,0,-1%,3%,-11%,-7%,0%,16%,9,-3%
